# HTT cytoprotect: protects HTT-Q103 PC12 cells, measured by ATP. 0.14% of 230,000 active. Potency, µM (highest dose often 56.4 µM), without a hit: cytoprotection (ATP increase), hits mostly activators. PC12 HTT-Q103 induced, cytoprotection, ATP luminescence, 40 h;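 further: % of control where 0% means no effect; nearly all actives have a fitted effect of over 45% in size; toxic huntingtin expression switched on by the ecdysone agonist tebufenozide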
#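 Compounds were screened for protection of PC12 cells against cell death after tebufenozide induction (100 nM final) of mutant Huntingtin exon 1 (Q103) fused to GFP.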
# TRb SRC2 PPI: disrupts binding of human TR beta to SRC2; Potency, µM (titrated, usually from 106 µM), without a hit: at the highest dose activity change, negative = inhibition, usual class: inhibitors; AID 1469; P10828; TRbeta-SRC2 peptide binding, fluorescence polarization; receptor liganded with 1 µM T3; 0.065% of 280,000 active;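 further: plate controls were bound peptide for no effect and peptide without receptor for full effect; nearly all actives have a fitted effect of over 50% in size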
# Target sequence (P10828 whole entry, looked up): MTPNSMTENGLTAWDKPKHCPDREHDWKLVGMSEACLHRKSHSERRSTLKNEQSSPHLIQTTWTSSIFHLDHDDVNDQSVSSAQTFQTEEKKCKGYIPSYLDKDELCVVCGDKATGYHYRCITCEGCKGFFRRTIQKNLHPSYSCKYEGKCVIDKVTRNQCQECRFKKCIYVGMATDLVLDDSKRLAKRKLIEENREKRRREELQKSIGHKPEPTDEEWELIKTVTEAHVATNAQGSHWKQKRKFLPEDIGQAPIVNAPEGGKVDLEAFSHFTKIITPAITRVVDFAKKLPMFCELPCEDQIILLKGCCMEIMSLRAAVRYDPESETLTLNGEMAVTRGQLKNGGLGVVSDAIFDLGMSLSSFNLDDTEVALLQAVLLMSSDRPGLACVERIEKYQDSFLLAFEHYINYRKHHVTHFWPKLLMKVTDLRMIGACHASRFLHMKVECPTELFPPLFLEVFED
#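 TRb LBD 0.6 uM + Texas Red SRC2 peptide 20 nM, 1 uM T3, Tris buffer w/ 5% DMSO; compound pinned, 5 h RT; FP read ex 555/em 632; normalized to unbound and bound controls.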
# Tau fluor cs: counter-screen for tau fibril formation inhibitors | tau K18 P301L Alexa594 fluorescence, heparin fibrillization | Potency, µM (top dose mostly 57.7 µM), for inactives: at the top dose activity change, negative = decrease | 0.93% of 280,000 active; further: on the % scale 0 is the no-effect control and ±100 the full control effect; nearly all actives have a fitted effect of over 55% in size
#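 Human tau K18 P301L (15 uM unlabeled, 0.24 uM Alexa 594-labeled) in 100 mM sodium acetate pH 7 with 20 uM heparin, 6 hr at 37 C. ThT 30 uM added, 1 hr ambient; Alexa 594 FP and total fluorescence read at 555/632 nm.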
# Tau fibril ThT: blocks human tau fibril formation measured by thioflavin T | P10636 | recombinant tau K18 P301L (four-repeat tau fragment), heparin-induced fibrillization, ThT fluorescence | Potency, µM (top dose mostly 57.4 µM), for inactives: at the highest dose activity, negative = inhibition, usual class: inhibitors | 2.1% of 270,000 active | AID 1460; further: on the % scale 0 is the no-effect control and ±100 the full control effect; nearly all actives have a fitted effect of over 55% in size
#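 Aggregation was driven by heparin (20 uM final) acting on recombinant tau […] bearing P301L in 100 mM sodium acetate pH 7; fibrils were detected with Thioflavin T.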
# Tau fibril FP: blocks human tau fibril formation measured by polarization; K18 P301L tau heparin fibrillization, Alexa594 FP, 6 h; Potency, µM (highest dose often 57.7 µM), for inactives: at the top dose activity, negative = inhibition, usual class: inhibitors; 0.39% of 280,000 active; further: on the % scale 0 is the no-effect control and ±100 the full control effect; nearly all actives have a fitted effect of over 55% in size
#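 FP of Alexa 594-tau after heparin (20 uM) induction. Substrate: human K18 P301L, 15 uM unlabeled, 0.24 uM labeled. Buffer 100 mM sodium acetate pH 7. 6 hr, 37 C.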
# RECQ1 helicase: blocks DNA unwinding by human RECQ1; RECQ1 DNA unwinding, red fluorescence kinetic read; Potency, µM (series often up to 57.3 µM), without a hit: at the highest dose activity, negative = inhibition, actives largely listed as inhibitors; 0.54% of 240,000 active; AID 2549;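 further: plate controls were vehicle for no effect and no enzyme for full effect; nearly all actives have a fitted effect of over 30% in size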
# Target sequence (P46063 whole entry, looked up): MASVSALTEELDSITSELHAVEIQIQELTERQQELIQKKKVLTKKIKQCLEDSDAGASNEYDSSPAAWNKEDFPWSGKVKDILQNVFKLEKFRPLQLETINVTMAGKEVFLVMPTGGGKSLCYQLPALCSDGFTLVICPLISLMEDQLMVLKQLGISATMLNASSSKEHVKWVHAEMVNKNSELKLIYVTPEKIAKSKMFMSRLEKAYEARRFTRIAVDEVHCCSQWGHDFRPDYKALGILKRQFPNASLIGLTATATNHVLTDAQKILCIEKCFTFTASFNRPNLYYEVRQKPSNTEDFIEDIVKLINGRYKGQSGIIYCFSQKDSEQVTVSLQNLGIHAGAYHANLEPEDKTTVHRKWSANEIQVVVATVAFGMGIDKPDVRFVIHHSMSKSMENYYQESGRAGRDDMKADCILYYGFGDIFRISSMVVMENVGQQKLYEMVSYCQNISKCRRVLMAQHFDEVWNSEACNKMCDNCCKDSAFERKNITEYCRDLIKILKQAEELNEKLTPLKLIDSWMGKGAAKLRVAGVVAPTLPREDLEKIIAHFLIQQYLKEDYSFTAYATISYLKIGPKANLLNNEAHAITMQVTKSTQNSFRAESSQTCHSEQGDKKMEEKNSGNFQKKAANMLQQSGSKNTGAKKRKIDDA
#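 RECQ1T1 50 nM; forked duplex (20 bp + 30-nt ss tails) 200 nM, ATP 2 mM final; pH 8.0, 2 mM MgCl2, 2.5 ug/ml poly(dI-dC); 15 min compound preincubation; discontinuous kinetic read over 2 h at RT.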
# L3MBTL1 inh: inhibitors of human L3MBTL1. Q9Y468. AlphaScreen L3MBTL1–H3K9me1 peptide binding. Potency, µM (highest dose often 57.1 µM), for the others: top-dose activity, negative = inhibition, most hits filed as inhibitors. 0.66% of 230,000 active. AID 485360; further: on the % scale 0 is the no-effect control and ±100 the full control effect; nearly all actives have a fitted effect of over 60% in size
#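 Displacement of a biotinylated histone H3(1-15) peptide monomethylated at Lys9 (75 nM) from L3MBTL1 (50 nM) was measured by AlphaScreen after a 30 min room-temperature compound incubation; cefsulodin titration served as intraplate control.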
# TR SRC2 fluor cs: alters Texas Red total fluorescence, flagging assay interference | Potency, µM (series often up to 106 µM), for the others: top-dose fluorescence change, negative = quenching | TRb/SRC2 Texas Red total fluorescence interference | 0.29% of 280,000 active; active means well fitted curve in either direction with a large enough effect; inconclusive means small, poorly fitted or top-dose-only effect; further: on the % scale 0 is the no-effect control and ±100 the full control effect
#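 Human TRβ ligand-binding domain (0.6 uM) and Texas Red SRC2 peptide (20 nM) in Tris buffer with 1 uM T3 and 5% DMSO were incubated with pinned compound for 5 hr at ambient temperature. Total fluorescence was computed as S + 2P (555/632 nm).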
# Active calls of the source: *; i = inactive; ? = inconclusive; . = no result given; & = joins results of further samples; [ ] = dose if it differs, or a comment. Unless noted, the call rests on the fitted dose curve; in most records, active means well fitted curve in the direction sought with a large enough effect; inconclusive means small, poorly fitted or top-dose-only effect, or another doubt; inactive means no such curve, though single readings can be large; an effect the other way counts as inactive or inconclusive. Potency means the concentration at half of the fitted maximal effect. This is a subset. The share of hits here may be higher or lower than overall.
# Under each structure: Tau fibril FP	TRb SRC2 PPI	TR SRC2 fluor cs	RECQ1 helicase	L3MBTL1 inh	Tau fibril ThT	HTT cytoprotect	Tau fluor cs
CCn1c(=O)c2c(nc3n2CCN3c2ccccc2)n(C)c1=O
  3%	-16%	-1%	-16%	.	-5%	-13%	1%
CCOC(=O)c1sc(NC(=S)NC(=O)C2CC2)cc1C
  13%	12%	3%	1%	1%	-1%	4%[10 µM]	1%
Cc1ccc(NC(=O)CNC(=O)OCc2ccccc2)cc1C
  4%	3%	0%	-10%	2%	-13%	14%[10 µM]	-18%
CCN(CC)c1c2c(c(C#N)c3nc4ccccc4n13)CCC2
  17%	5%	-5%	-10%	13%	-4%	9%[10 µM]	-2%
Cc1ccc(O)c(C2=NOC(O)(C(F)(F)C(F)F)C2)c1 (configuration not stated)
  -1%	1%	-2%	12%	12%	-7%	-12%	-11%
Cc1ccn2c(=O)c(C(=O)NCCc3ccc(S(N)(=O)=O)cc3)c(O)nc2c1
  -5%	-7%	?	.	.	-13%	.	-12%
CC1CC(=O)N(CC(=O)N2CCCC2)c2ccccc2S1 (configuration not stated)
  8%	-3%	-1%	-14%	-2%	-2%	18%[1.9 µM]	8%
CCOC(=O)c1cc2c(=O)n3ccccc3nc2n(CCCOC)c1=NC(C)=O
  -6%	-15%	-4%	5%	-1%	-3%	0%	0%
Cc1cc2c(c(=O)o1)C(Cc1ccccc1)C(C#N)=C(N)O2 (configuration not stated)
  0%	-5%	2%	-7%	.	-16%	-16%	-9%
CC(CC(=O)NCc1ccc(Cl)cc1)CC1=NS(=O)(=O)c2ccccc2N1 (configuration not stated)
  0%	0%	-6%	.	.	10%	.	2%
COC(=O)Cn1c2ccc(F)cc2c2nc(C)sc21
  -11%	1%	0%	i	3%	?	-25%[0.074 µM]	-9%
Cc1ccc2nc(-c3cccc(Br)c3)cc(C(=O)Nn3cnnc3)c2c1
  1%	1%	-3%	i	11%	-9%	-40%[10 µM]	-11%
CC(C)N(C(=O)CSc1nnc(CSc2ncccn2)n1C)C(C)C
  3%	0%[53 µM]	0%[53 µM]	2%	12%	5%	-2%[10 µM]	9%
CCc1ccc(CSc2nc(-c3ccc(OC)cc3)nc3c2Cc2c(CO)cnc(C)c2O3)cc1
  6%	0%	-3%	.	.	-2%	.	-3%
O=[N+]([O-])c1ccc(N/N=C/c2ccccc2)c(F)c1
  15%	2%	-1%	-4%	26%	7.1µM*	-2%[10 µM]	?
COc1ccccc1NC(=O)c1sc2nc(-c3cc4cc(Cl)ccc4oc3=O)[nH]c(=O)c2c1C
  -7%	-11%	18µM*[quencher]	.	.	7%	.	-1%
c1ccc(CN2CCC3(CCc4ccccc43)CC2)cc1
  -7%&1%	1%&1%	-1%&-1%	-13%	.	-10%&2%	-32%&-10%[inhibitor]	-16%&0%
COc1ccc(C(=O)Nc2cccc(C(=O)OCc3cc(=O)n4c5c(sc4n3)CCCC5)c2)cc1
  ?	2%	-2%	.	.	?	.	?
COc1ccccc1C1C(C#N)=C(N)Oc2cc(C)n(Cc3ccccn3)c(=O)c21 (configuration not stated)
  -10%	9%	0%	-3%	.	?	-22%	-11%
CCCC(=O)Nc1nn(C)c2nc3cc(C)ccc3cc12
  -2%	-16%	-3%	-6%	4%	-17%	-2%	-1%
CCc1ccc(NC(=O)c2cc(=O)c3ccc(C)c(C)c3o2)cc1
  -14%	-9%	-73%	.	.	-15%	.	-20%
Fc1ccc(-c2cc(C(F)(F)C(F)F)[nH]n2)cc1
  -6%	-7%	-2%	-3%	3%	10%	-3%[10 µM]	-7%
COc1ccc(NC(=O)c2oc3ccc4c(c3c2C)C(=O)CC(C)(C)O4)cc1OC
  ?	3%	-1%	.	.	?	.	?
COc1ccccc1N(CC(=O)N/N=C/c1ccc(SC)cc1)S(C)(=O)=O
  5%	-2%	-5%	i	-11%	2%	-21%[10 µM]	-1%
CCN1c2ccccc2-c2nc(SCC(=O)Nc3cc(F)ccc3F)ncc2S1(=O)=O
  ?	-1%	-1%	.	.	5%	.	?
CCn1cnc2scc(-c3ccc(C)c(C)c3)c2c1=O
  1%	1%	0%	i	10%	-15%	-2%[10 µM]	-18%
O=S(=O)(NCc1cn2ccsc2n1)c1ccc2c(c1)OCCO2
  6%	-6%	2%	-8%	-4%	-3%	5%[10 µM]	4%
O=C(CSc1nccc(=O)[nH]1)c1ccccc1Br
  ?	18%	0%	-3%	.	?	-11%[10 µM]	-20%
COCCNC(=O)Cn1nc(-c2ccc(C)cc2)c2ccccc2c1=O
  -4%	2%	-1%	.	.	-13%	.	-16%
O=C(NCCCN1CCOCC1)/C(=C/c1ccc(F)cc1)NC(=O)c1ccccc1
  6%	2%	0%	16%	-4%	4%	.	6%

# 2 records picked at random from those above, as already listed:
# Under each structure: Tau fibril FP	TRb SRC2 PPI	TR SRC2 fluor cs	RECQ1 helicase	L3MBTL1 inh	Tau fibril ThT	HTT cytoprotect	Tau fluor cs
CCN1c2ccccc2-c2nc(SCC(=O)Nc3cc(F)ccc3F)ncc2S1(=O)=O
  ?	-1%	-1%	.	.	5%	.	?
COc1ccccc1NC(=O)c1sc2nc(-c3cc4cc(Cl)ccc4oc3=O)[nH]c(=O)c2c1C
  -7%	-11%	18µM*[quencher]	.	.	7%	.	-1%

# Additional entries.
# Under each structure: Tau fibril FP	TRb SRC2 PPI	TR SRC2 fluor cs	RECQ1 helicase	L3MBTL1 inh	Tau fibril ThT	HTT cytoprotect	Tau fluor cs
CCOC(=O)c1cc(=O)c2ccc(OCC(=O)Nc3ccc(F)cc3)cc2o1
  -5%	-2%	6%	1%	15%	-5%	15%[10 µM]	-8%
OCC1(CCc2ccccc2)CCN(Cc2ccc(OC(F)F)cc2)CC1
  -3%[2.34 µM]	-4%	-9%	i	10%	4%	-23%[10 µM]	8%[2.34 µM]
COc1cc(/C=C(\C#N)c2nc3ccccc3[nH]2)ccc1OCc1cccc(C(F)(F)F)c1
  ?	8%	5%	.	.	?	.	?
O=C(Nc1nc2ccccc2s1)C1CC(=O)N(c2ccc(Cl)cc2)C1 (configuration not stated)
  -18%	3%	2%	i	.	-13%	3%	?
Cc1ccc(-c2nnc(Nc3ccc(C(N)=O)cc3)c3ccccc23)cc1S(=O)(=O)NCC1CCCO1 (configuration not stated)
  4%	-4%	-1%	i	8%	-12%	-21%[10 µM]	-11%
COc1cc(/C=C2/C(C)=C(C#N)c3nc(N)c(C#N)c(C)c32)ccc1OCC(=O)O
  ?	-1%	27%	?	?	14µM*	26%[10 µM]	?
CCOC(=O)c1cc(-c2ccccc2)n(CCC(=O)NCc2ccccc2Cl)c1C
  2%	-4%	-1%	.	.	6%	.	6%
O=C(CCl)Nc1ccc(Oc2cnc3ccccc3n2)cc1
  -3%	1%	-5%	-7%	2%	?	-47%[inhibitor]	-10%
O=C(CN1C=NS(=O)(=O)c2ccccc21)Nc1ccc(Br)cc1
  -4%	-4%	-3%	.	.	6%	.	3%
COCCCC1CCN(Cc2cn[nH]c2-c2cc(OC)c(OC)c(OC)c2)CC1
  8%	-2%	3%	i	2%	3%	-32%	6%
CCC(=O)Nc1ccc2c(c1)nc(CN1CCN(C(C)=O)CC1)n2C
  -1%	6%	0%	-1%	.	-12%	19%	-9%
Cc1cc([N+](=O)[O-])cc2c1NC(=O)C2(O)N1CCOCC1 (configuration not stated)
  5%	8%	-2%	-9%	.	-16%	-26%	-8%
COC(=O)c1c(-c2cccs2)csc1NC(=O)c1cccnc1
  2%	-17%	1%	i	19%	-18%	-54%[inhibitor]	-16%
O=C(COc1ccccc1)NCc1ccc(-n2cccc2)cc1
  -9%	-4%	-3%	i	-3%[11.4 µM]	-2%	-24%	0%
COc1ccccc1N(CC(=O)Nc1ccccc1C(=O)NCC(C)C)S(C)(=O)=O
  -10%	0%	-7%	-16%	.	0%	-2%[0.074 µM]	-5%
Cc1cccc(C)c1NC(=O)COC(=O)c1ccccc1Nc1ccccc1
  -9%	5%	1%	7%	-8%	2%	2%[10 µM]	3%
C#CCSc1nc2ccccc2n1C(=O)c1ccc(S(=O)(=O)N2CCCCC2)cc1
  -2%	-3%	1%	-10%	6%	1%	-10%[10 µM]	-4%
NC(=O)CC(NC(=O)c1ccccc1)c1ccc(NCc2ccc(F)cc2)c([N+](=O)[O-])c1 (configuration not stated)
  2%	6%	-3%	12%	.	25µM*	14%[10 µM]	-20%
COCCCNCCCCOc1ccc(Br)cc1Cl
  3%	-9%	1%	-1%	4%	-6%	-5%[0.074 µM]	-2%
CCc1ccc(NC(=O)c2sc3nc(C)cc(C)c3c2NC(=O)c2ccccc2OC)cc1
  -11%	-3%	1%	.	.	3%	.	-1%
COc1cccc(CNc2ccc(S(N)(=O)=O)cc2)c1OC
  -7%	3%	1%	i	3%	-7%	-2%	-6%
O=C(NCc1ccccc1)C1=C[C@H](c2coc3ccccc3c2=O)C[C@H](OCc2ccc(CO)cc2)O1
  12%	-3%	-1%	i	19%	-13%	-1%[10 µM]	-14%
COc1ccccc1NC(=O)c1nc[nH]c1C(=O)Nc1ccccc1OC
  -5%	7%	-1%	-2%	1%	9%	-7%	1%
Cc1cc(C)nc(/N=C(\N)Nc2ccc(S(=O)(=O)Nc3nccc(C)n3)cc2)n1
  3%	5%[53 µM]	-1%[53 µM]	6%	3%	0%	8%[10 µM]	2%
CCOc1ccccc1NC(=O)COC(=O)C(CC(C)C)N1C(=O)C2CC=CCC2C1=O (configuration not stated)
  -6%	0%	-1%	-6%	4%	-14%	-1%[10 µM]	-16%
Cc1cccc(N2CCN(C(=O)c3ccc(N4CCCC4=O)cc3)CC2C)c1 (configuration not stated)
  -1%	-5%	1%	-9%	-5%	-3%	8%	-2%
COc1cccc(OC)c1C(=O)Nc1cccc(-c2ccc3nncn3n2)c1
  1%	-3%	0%	4%	.	-7%	-30%	-8%
CNc1ncnc2c1ncn2[C@@H]1O[C@H](COP(=O)(O)O)[C@@H](O)[C@H]1O
  1%	-3%	0%	2%	.	3%	14%	2%

# Screening results from PubChem.
